Pf apPOL block: Pf-apPOL DNA polymerase inhibition; inhibition, % at 10 µM; 0.25% of 210,000 active; Recombinant Pf-apPOL, molecular beacon fluorescence, 1.5 h
mHTT CaM bind: disrupts binding of mutant huntingtin to calmodulin; P42858; AlphaScreen His-mHTT/GST-CaM binding, luminescence; inhibition, % at 15 µM; 3.6% of 190,000 active;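 further: 0% = both proteins with DMSO and 100% = one protein alone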
* hit, by the source's call; . = no result given; & = joins results of further samples; ! = a repeat was not active. No stated cut-off is given here; in the data, active means inhibition above about 50%; inactive means the rest.

Sequence of screens – mHTT CaM bind	Pf apPOL block
O=C(COc1ccccc1)Nc1ccc([N+](=O)[O-])cc1
→ -3	-3
CCc1ccc(-c2cc(C(=O)N3CCOCC3)c3ccccc3n2)cc1
→ 12	-2
Fc1ccc(-c2cn3cc(Cl)ccc3n2)cc1
→ -4	.
O=C(c1csc(N2CCN(c3ccc(Cl)cc3)CC2)n1)N1CCCC1
→ 5	-9
O=C(c1cccc(Br)c1)N1CCC(c2cnn(-c3ccccc3)c2)CC1
→ 6	-5
N#CC1=C(N)Oc2n[nH]c(C(F)(F)F)c2C1c1cccnc1 (configuration not stated)
→ -2	-4
CN(C)S(=O)(=O)NC1CCCCCC1
→ -7&-2	-3
O=C(COc1ccc(Cl)cc1)Nc1cc(C(F)(F)F)ccc1Cl
→ -4	-5
Cc1cc(NC(=O)COc2ccccc2F)n(-c2nc(-c3cccs3)cs2)n1
→ -1	0
C=CCSc1nnc(-c2ccc(NC(=O)c3ccccc3F)cc2)n1C
→ 4	0
N=C(NC(=O)c1ccc(OCC(F)(F)F)nc1)c1ccc(Cl)cc1
→ .	-8
CCNC(=O)N1CCCC(c2cccc(C(=O)NCc3cccs3)c2)C1 (configuration not stated)
→ -3	-2
NC(=NOC(=O)C=CC(=O)O)c1cc(C(F)(F)F)cc(C(F)(F)F)c1
→ .	6
Cc1cccc(CNC(=O)C2CCCN(c3cnn(Cc4ccccc4)c(=O)c3)C2)c1 (configuration not stated)
→ 30	-8
C=CCOc1ccc(CN2CCCCC2)cc1
→ -3	-38
Cc1cc(C)cc(C(=O)N2CCCC(C(=O)NCc3ccccc3Cl)C2)c1 (configuration not stated)
→ -3	5
Cc1c(Cl)cccc1NC1=CC(=O)CC(C)(C)C1
→ 2	-5
CCSc1ccccc1C(=O)NCCn1ncc2c(=O)n(Cc3ccccc3C)cnc21
→ 6	-11
O=C(O)CC(c1ccccc1)c1cc(Br)ccc1O (configuration not stated)
→ 12	-6
COc1ccc(N2CN=c3s/c(=C\c4cccc(OC)c4)c(=O)n3C2)cc1
→ 16	-2
Cc1c(C(=O)NCCC(C)C)oc2ccc(S(=O)(=O)N3CCCCCC3)cc12
→ -17	4
CN1CCC2(CC1)N=C(c1cc(Cl)ccc1O)CC(c1ccccc1O)N2 (configuration not stated)
→ 45	-3
COc1cc(N2CN=c3s/c(=C\c4ccc([N+](=O)[O-])cc4)c(=O)n3C2)cc(OC)c1OC
→ 49	0
CN(Cc1ccccc1)C(=O)c1cn(-c2ccc(Cl)cc2)c(=O)c2ccccc12
→ 13	2
COc1ccc2oc(=Nc3ccc(C(=O)O)cc3)c(C(=O)NCc3ccco3)cc2c1
→ -6	-3
O=C(NCc1ccc(F)cc1)c1ccc(Cl)cc1[N+](=O)[O-]
→ 0	0
Cc1ccc2nc(NC(=O)C3CC=CCC3C(=O)O)sc2c1 (configuration not stated)
→ 4	-3
O=C(Nc1cccc(-n2cccc2)c1)Nc1csc2ccccc12
→ .	-2
COc1cccc(-c2nc(-c3ccc4ncn(C)c4c3)no2)c1
→ -8	-6
Cc1noc(C)c1C1CCCN1C(=O)c1cc(-c2cccs2)on1 (configuration not stated)
→ 0	-6
COc1ccc(-c2ccc(CN3C(C(C)C)C(=O)N(Cc4cn(Cc5ccco5)nn4)CCS3(=O)=O)cc2)cn1 (configuration not stated)
→ 38	-27
O=C(Cc1csc(NC(=O)c2ccc(=O)[nH]c2)n1)Nc1ccc(-n2cnnn2)cc1
→ 17	2
O=C(c1cccs1)N1CC(C(=O)N2CCSCC2)C2(CCCCC2)C1 (configuration not stated)
→ 0	-1
CCc1ccc(S(=O)(=O)N2CCc3c(c(-c4nc(C5CC5)no4)nn3C)C2)cc1
→ 6	-4
CCCC(C)C(=O)Nc1ccc(S(=O)(=O)Nc2nccs2)cc1 (configuration not stated)
→ 0	-9
O=C(NCc1ccc(Cl)cc1)C(=O)NCc1ccccn1
→ 7	3
NC(=O)c1oc2ccccc2c1NC(=O)Cc1cccs1
→ -11	-2
CN=C1S/C(=C/c2cn(C(C)=O)nc2-c2ccc(F)cc2)C(=O)N1C
→ 4	4
COc1cc2c(cc1OC)CN(C1Cc3ccccc3C1)CC2
→ -5	1
O=C(c1ccc(Br)cc1)N(Cc1ccc(F)cc1)C1CCS(=O)(=O)C1 (configuration not stated)
→ -4	-6
CC1(C)OC(=O)C(Cc2ccc([N+](=O)[O-])cc2)(Cc2ccc([N+](=O)[O-])cc2)C(=O)O1
→ -1	-8
COc1ccc(-c2cn3ccn(-c4ccc5c(c4)CCC5)c(=O)c3n2)cc1OC
→ 16	-4
CN1C(=O)C2C=CC=CC2N=C1SCC(N)=O (configuration not stated)
→ -6	.
COCc1noc(C2CCCCN2C(=O)c2ccsc2)n1 (configuration not stated)
→ -3	-5
Cc1ccc2nc(C(=O)Nc3cccc(Cl)c3)cc(N3CCOCC3)c2c1
→ -2	0
O=C(NC1CCCCC1)C1CC(=O)N(C2CCCC2)C1 (configuration not stated)
→ -2	-6
Cc1ccc2cccc(NC3OC(=O)c4ccccc43)c2n1 (configuration not stated)
→ 6	0
COc1ccc2c(c1)C(C)=CC(C)(C)N2C(=O)CN1C(=O)c2cccc([N+](=O)[O-])c2C1=O
→ 21	-5
C=CCc1cccc2cc(C(=O)Nc3ccccc3Cl)c(=O)oc12
→ 4	2
CSCCn1c(-c2ccccc2)cc(C(=O)N2CCCCC2)c1C
→ .	-4&-2
Fc1cc(F)c2nc(NCc3cccnc3)sc2c1
→ -8	-6
COc1ccc(Cl)cc1S(=O)(=O)N1CCN(CC(=O)Nc2ccc(F)cc2F)CC1
→ 9	2
Cc1nc(OCC(=O)Nc2cccc(Cl)c2C)c2ccccc2n1
→ -1	-1
NC(=O)c1cc(=O)[nH]c2ccccc12
→ -1	-3
O=C(Nc1cccc(C(F)(F)F)c1)C1CCN(c2cccc(F)c2)C1=O (configuration not stated)
→ 8	-3
CC(=O)C1=C(C)OC(N)=C(C#N)C1c1ccco1 (configuration not stated)
→ -4	1
O=C(c1ccc(Br)cc1)c1cc([N+](=O)[O-])ccc1N1CCOCC1
→ 5	-6
Cc1oc(C2CCN(C(=O)c3cc(F)cc(F)c3)CC2)nc1C(=O)N1CCCC1
→ 10	0
Clc1ccc(C2=NN3COc4ccc(Cl)cc4C3C2)cc1 (configuration not stated)
→ -3	-4
CCOC(=O)c1cccc(NC(=O)C2CCN(c3nccc(C)n3)CC2)c1
→ 2	3

Continued:
Sequence of screens – mHTT CaM bind	Pf apPOL block
CC(C)c1ccc2oc(-c3ccc(NC(=O)c4cncc(Br)c4)cc3)nc2c1
→ -10	-14
CCOC(=O)c1ccc(NC(=O)N2CCc3cn(CC)c4cccc(c34)C2)cc1
→ -1	-3
c1ccc2c(c1)nc(N1CCOCC1)c1ccccc12
→ -17	7
COc1ccc(-c2coc3c4c(ccc3c2=O)OCN(CC2CCCO2)C4)cc1OC (configuration not stated)
→ -2	-8
COCCN1CCC(N2CCCN(C(=O)c3nn(C)c4ccccc34)CC2)C1=O (configuration not stated)
→ 10	2
O=S(=O)(c1cccc(F)c1)N1CCC(CN2CCCCCC2)CC1
→ 5	0
Cc1ccc(S(=O)(=O)Nc2ccccc2Br)cc1[N+](=O)[O-]
→ 0	3
CCC(CC)C(=O)Nc1cc(C)ccc1C
→ -4	-4
COc1cccc(C(=O)Nc2nc(-c3ccc([N+](=O)[O-])cc3)cs2)c1
→ 8	-7
Cn1nc(-c2nc(-c3cccc(F)c3)no2)c2c1CCN(C(=O)C1CCCCC1)C2
→ -1	-6
CCOc1ccccc1CNC(=O)CC1CCN(C(=O)c2ccccc2)CC1
→ 2	-6
CCOc1ccc(/C=c2\sc3nc(-c4cccnc4)nn3c2=O)cc1OCC
→ -2	-1
CSc1ccc(CCNC(=O)C2CCN(c3nc4cccnc4s3)CC2)cc1
→ -9	-3
CCC(=O)NCc1csc(C2CCN(C(=O)c3cccc(C)c3)CC2)n1
→ -6	-3
FC(F)(F)c1ccc(-c2nnc(-c3ccc4nsnc4c3)o2)cc1
→ .	-37

Fetched by structure from the entries so far (six):
Sequence of screens – mHTT CaM bind	Pf apPOL block
COc1ccc(-c2cn3ccn(-c4ccc5c(c4)CCC5)c(=O)c3n2)cc1OC
→ 16	-4
COc1cccc(-c2nc(-c3ccc4ncn(C)c4c3)no2)c1
→ -8	-6
O=C(COc1ccc(Cl)cc1)Nc1cc(C(F)(F)F)ccc1Cl
→ -4	-5
COc1cccc(C(=O)Nc2nc(-c3ccc([N+](=O)[O-])cc3)cs2)c1
→ 8	-7
c1ccc2c(c1)nc(N1CCOCC1)c1ccccc12
→ -17	7
COCc1noc(C2CCCCN2C(=O)c2ccsc2)n1 (configuration not stated)
→ -3	-5

More records follow:
Sequence of screens – mHTT CaM bind	Pf apPOL block
COCCNC(=O)NCCn1ccnc1C
→ -12	-2
O=C(NCC(=O)N1CCCc2ccccc21)c1ccsc1
→ -8	-1
Cc1ccc(N2NC(=O)/C(=C\c3ccccc3OCc3ccccc3)C2=O)cc1Cl
→ 17	1
O=C(NCc1ccccc1Cl)c1cccn2c(=O)c3cc(Br)ccc3nc12
→ 2	-3
Nc1cc[n+](Cc2ccccc2)cc1
→ -5	.
C=CCc1c(C)nc(SCc2ccccc2)[nH]c1=O
→ -7	-5
O=C(C1CN(S(=O)(=O)c2cccs2)CC12CCCCC2)N1CCCC1 (configuration not stated)
→ -2	3
Cc1ccc2[nH]cc(CCN3CC(C(=O)Nc4nncs4)CC3=O)c2c1 (configuration not stated)
→ -6	5
CC(C)NC(=O)Nc1ccc(OCc2ncc(C(F)(F)F)cc2Cl)cc1
→ .	-1
Cc1cc(C2CCCN2C(=O)c2cccc(C#N)c2)no1 (configuration not stated)
→ 0	3
O=C(NCc1ccc(C(F)(F)F)cc1)c1ccc(-c2cncnc2)nc1
→ 2	-5
Cc1nn(CCCC(=O)Nc2cc(Cl)ccc2O)c(C)c1[N+](=O)[O-]
→ 8	-9
CCOc1sc2nc(C)n(CC(=O)Nc3cc(OC)cc(OC)c3)c(=O)c2c1C
→ 6	-1
CCOc1ccc(-c2cn3ccn(-c4ccc(Br)cc4)c(=O)c3n2)cc1
→ -3	-2
Cc1ccc(NC(=O)C2=NN(c3ccccc3)C(=O)CC2)cc1F
→ 9	-6
CCOC(=O)c1oc2c(CN3CCN(C)CC3)c(O)ccc2c(=O)c1-c1ccc(OC)c(OC)c1
→ 7	-6
CC(=O)c1cccc(NC(=O)Cn2cnc([N+](=O)[O-])n2)c1
→ -1	-2
CCOCCCNC(=O)c1c[nH]c2ccc(S(=O)(=O)N(C)c3ccc(F)cc3)cc2c1=O
→ 3	-12
Cc1cc(C)c(C#N)c(Sc2c([N+](=O)[O-])ncn2C)n1
→ 0	1&-3&0
O=c1ccnc(SCc2ccc([N+](=O)[O-])cc2)[nH]1
→ .	0
O=C(NCCc1csc(-c2ccccc2)n1)C1CCCN1C(=O)Cc1cccc(F)c1 (configuration not stated)
→ 4	-4
Cc1nn(C)cc1S(=O)(=O)N(Cc1ccccc1)c1ccccc1
→ -16	-8
CCOc1ccccc1C=C1Oc2c(ccc(O)c2CN2CCCCC2)C1=O
→ 14	-7
CC(C)NC(=O)c1cn(C2CCCC2)c(=O)c2c1c1ccccc1n2C
→ 20	-2
Cc1c(Cl)c([N+](=O)[O-])nn1CC(=O)Nc1cc(Cl)ccc1O
→ 30	-3
CCOC(=O)N1CCN(C(=O)Cc2cccs2)CC1
→ 2	-7
CC1CCN(c2ncc3c(n2)CCC(C(=O)NCCCN(C)c2ccccc2)C3)CC1 (configuration not stated)
→ 4	-7
Cc1ccc(N2CCN(S(=O)(=O)c3cc4c(s3)CCN(C(=O)C3CC3)C4)CC2)cc1
→ 10	-6
CCNC(=O)C1CCCc2c1[nH]c1ccc(Cl)cc21 (configuration not stated)
→ 100*!	-4&-2
COc1nc(C)c([N+](=O)[O-])c(OC)n1
→ .	-3
COc1ccccc1C=C1Oc2cc(O)cc(C)c2C1=O
→ 8	-9
Cc1noc(-c2cccn2C)n1
→ 1	-2
COc1ccc(Nc2nc3ccccc3nc2NS(=O)(=O)c2ccc(NC(C)=O)cc2)cc1
→ .	-8
Cc1nnc(NC(=O)CSc2nnc3c4ccccc4n(C(C)C)c3n2)s1
→ -5	-2
CCN1c2ccccc2C(=O)NC12CCN(C(=O)Nc1ccc(F)c(Cl)c1)CC2
→ -16	-1
CC1(C)CC(N=Cc2cccc([N+](=O)[O-])c2)CC(C)(C)N1
→ 2	-1
CC(=O)N1CCc2cc(Br)cc(S(=O)(=O)CC(=O)Nc3ccc(C)cc3C)c21
→ 13	3
Cc1nc([N+](=O)[O-])c(N2CCN(C3c4ccccc4-c4ccccc43)CC2)n1Cc1ccccc1
→ 4	3
COC(=O)CN1C(=O)COc2ccc(Cl)cc21
→ 9	-4
COc1ccc(C2CC(C(F)(F)F)n3ncc(C(=O)NC4CCCC4)c3N2)cc1OC (configuration not stated)
→ 11	2
COc1ccc(N(CC(=O)Nc2ccc(CSc3ccccc3)cc2)S(C)(=O)=O)cc1
→ 8	-1
COc1cc(C(O)C(C)Oc2ccccc2OC)ccc1O (configuration not stated)
→ -6	-4
Cn1nc(CC(=O)Nc2ccc(F)c(Cl)c2)c2ccccc2c1=O
→ -5	-11
CNC(=O)c1cc(=O)[nH]c2c(C)cccc12
→ -7	3
O=C(NC(Cc1ccccc1)C(=O)O)c1ccccc1[N+](=O)[O-] (configuration not stated)
→ 6	0
Cc1ccc(NC(=O)Cn2c(C)cc(-c3nnc(C)o3)c2C)c(C)c1
→ 9	-1
Cc1c(O)ccc(-c2n[nH]c(C(=O)O)c2-c2nc3ccccc3s2)c1O
→ 8	-18
O=S(=O)(NC1CC1)c1ccc2oc3cc(-n4cnnn4)ccc3c2c1
→ 11	.
CCN1C(=O)c2cccnc2Sc2cc(NC(=O)c3ccccc3C)ccc21
→ 8	0
CCC(CO)NCC(O)Cn1c2ccccc2c2ccccc21 (configuration not stated)
→ -3	-3
COc1ccc(-n2nnnc2SCC(=O)Nc2nonc2C(N)=O)cc1
→ -3	-3

These rows are one share of the data, so the mix of outcomes need not match the whole.
